PfM18AAP inh: PfM18AAP inhibitors, malaria aminopeptidase, primary screen, biochemical, QFRET, recombinant enzyme; M18 aspartyl aminopeptidase (Plasmodium falciparum 3D7); H-Glu-NHMec fluorogenic cleavage; inhibition, % at 7.35 µM; hit rate 1.2% among 290,000;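 active = inhibition above the campaign mean inhibition over all tested compounds plus 3 SD, cut at about 28% in these data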;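 note: 0% = plate median of test compound wells and 100% = 2 mM ZnCl2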
IDE inh: human IDE inhibitors in live cells, primary screen, fluorescence polarization, HEK cells, FAbetaB substrate. AID 434962, 2010. Insulin-degrading enzyme (Homo sapiens), P14735. inhibition, % at 5.59 µM. FAbetaB cleavage. hit rate 0.41% among 320,000;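 active = percent inhibition above the average of all tested compounds plus 3 SD, set per screening campaign, cut at about 16% in these data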;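 note: IDE supplied by intact live HEK cells; FP after avidin binding of uncleaved biotin substrate so inhibition keeps polarization high; 0% = DMSO wells and 100% = 60 µM reference IDE inhibitor Ii1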
Target sequence (P14735 whole entry, looked up): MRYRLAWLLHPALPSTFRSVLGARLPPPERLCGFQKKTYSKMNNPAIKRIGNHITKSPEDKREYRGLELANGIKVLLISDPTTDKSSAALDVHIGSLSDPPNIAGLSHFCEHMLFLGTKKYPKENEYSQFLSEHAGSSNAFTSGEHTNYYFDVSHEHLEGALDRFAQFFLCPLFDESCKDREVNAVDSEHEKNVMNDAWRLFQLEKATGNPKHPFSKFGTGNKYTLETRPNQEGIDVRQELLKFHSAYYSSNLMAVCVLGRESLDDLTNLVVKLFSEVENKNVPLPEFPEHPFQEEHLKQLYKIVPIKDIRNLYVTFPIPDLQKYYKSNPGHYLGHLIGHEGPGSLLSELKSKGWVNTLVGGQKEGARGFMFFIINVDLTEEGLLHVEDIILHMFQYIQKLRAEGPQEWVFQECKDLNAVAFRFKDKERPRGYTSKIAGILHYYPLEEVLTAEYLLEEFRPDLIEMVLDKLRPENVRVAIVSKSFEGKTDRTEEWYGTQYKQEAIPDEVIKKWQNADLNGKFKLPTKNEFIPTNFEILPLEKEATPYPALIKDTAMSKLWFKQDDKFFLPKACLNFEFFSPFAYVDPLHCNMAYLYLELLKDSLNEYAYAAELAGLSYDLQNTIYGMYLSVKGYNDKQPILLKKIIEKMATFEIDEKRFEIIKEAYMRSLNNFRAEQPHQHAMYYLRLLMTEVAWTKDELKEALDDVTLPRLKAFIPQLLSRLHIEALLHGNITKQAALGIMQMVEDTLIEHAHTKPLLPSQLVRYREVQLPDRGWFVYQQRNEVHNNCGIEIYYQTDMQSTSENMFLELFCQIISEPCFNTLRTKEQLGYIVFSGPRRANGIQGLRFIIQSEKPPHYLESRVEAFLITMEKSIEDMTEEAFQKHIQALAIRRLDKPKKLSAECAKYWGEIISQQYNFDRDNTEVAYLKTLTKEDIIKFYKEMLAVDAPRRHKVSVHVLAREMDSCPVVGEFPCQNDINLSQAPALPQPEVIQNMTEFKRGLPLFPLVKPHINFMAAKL
FID counter: compounds displacing fluorescent DNA intercalator, primary screen, artefact control for HCV NS3 helicase inhibitor project, biochemical, FID fluorescence; AID 1845, 2009; inhibition, % at 7.9 µM; DNA fluorescent intercalator displacement; hit rate 0.17% among 290,000; in the data active = inhibition above about 37%;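 note: 0% = vehicle and 100% = reference compound; higher means more ethidium bromide displaced from hairpin DNA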
UBC9 SUMO inh: inhibitors of in vitro SUMOylation cascade, primary screen, biochemical, HTRF, uHTS. SUMO-conjugating enzyme UBC9 (Homo sapiens), P63279. HTRF SUMOylation assay, SAE1/SAE2 + UBC9. inhibition, % at 35 µM. hit rate 0.36% among 290,000; in the data active = inhibition above about 50%, passing the limit was not always enough; note: strong numbers were not always called active
IDE act: human IDE activators in live cells, primary screen, fluorescence polarization, HEK cells, FAbeta-B substrate | AID 493087, 2011 | hit rate 0.073% among 340,000 | activation, % at 5.96 µM | FAbeta-B cleavage; 0% vehicle, 100% cell-free pure enzyme wells;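 active = activation above the mean of all tested compounds plus 3 SD, set per screening campaign, cut at about 17% in these data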
IMP-1 inhibitor: IMP-1 metallo-beta-lactamase inhibitors, primary screen, biochemical, epi-absorbance readout, Pseudomonas aeruginosa enzyme; hit rate 0.45% among 290,000; AID 1556, 2009; metallo-beta-lactamase IMP-1 (Pseudomonas aeruginosa); inhibition, % at 5.6 µM; purified IMP-1, nitrocefin hydrolysis, epi-absorbance fluorescence;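 active = inhibition above the mean plus 3 SD of all compounds in the same screening run, cut at about 4.5% in these data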;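 note: 0% = IMP-1 with DMSO and 100% = DMSO wells lacking enzyme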
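Material – recombinant IMP-1 enzyme, purified · Amount – IMP-1 0.2 nM before substrate addition · Medium – HEPES buffer pH 7.1 with ZnSO4 and Brij 35 · Timing – 25 °C, 15 min preincubation, 25 min reaction · Measured by – plate fluorescence quenching by hydrolysis product, ex 480/em 530 nm · Read-out – percent enzyme inhibition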
VIM-2 inh: VIM-2 metallo-beta-lactamase inhibitors, primary screen, biochemical, epi-absorbance readout, Pseudomonas aeruginosa enzyme; inhibition, % at 5.6 µM; hit rate 0.89% among 290,000; AID 1527, 2009; purified VIM-2, nitrocefin hydrolysis, epi-absorbance fluorescence;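 active = inhibition above the mean of all tested compounds plus 3 SD, cutoff set per screening run, cut at about 7.5% in these data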;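 note: red hydrolysis product quenches plate fluorescence so inhibitors raise well fluorescence; 0% = enzyme with DMSO and 100% = DMSO without enzyme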
p-CIP stab down: p/CIP-EGFP fusion destabilizers, primary screen, fluorescence, F442A cells; hit rate 0.01% among 290,000; Q05BA5; AID 1984, 2009; 16 h; decrease of EGFP signal, % at 10 µM;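 active = EGFP signal decrease of at least 30% at 10 µM or well 3 SD below plate mean, unless failing retest; inactive = the rest, including hits failing retest or dose response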; note: some compounds called inactive have numbers as strong as hits; many of its hits are not listed in these tables
HCV NS3 hel inh: inhibitors of HCV NS3 helicase, primary screen, biochemical, Cy5 molecular beacon fluorescence; Hepatitis C virus NS3 helicase; NS3 helicase DNA unwinding; inhibition, % at 10.9 µM; hit rate 0.56% among 290,000; AID 1800, 2009;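 active = inhibition above the mean of all tested compounds plus 3 SD, set per campaign, cut at about 35% in these data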;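 note: 0% = DMSO wells and 100% = thioflavine S control wells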
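Test system: hepatitis C virus NS3 helicase domain fragment enzyme. Also added: annealed dual-labelled DNA beacon duplex, ATP-started. Timing: 60 min unwinding reaction at 25 °C after ATP addition. Technique: Cy5 fluorescence. Measure: % inhibition of unwinding.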
* marks the source's active call; other numbers are inactive results; . = not tested or not shown.

SMILES | PfM18AAP inh | IDE inh | FID counter | UBC9 SUMO inh | IDE act | IMP-1 inhibitor | VIM-2 inh | p-CIP stab down | HCV NS3 hel inh
Cc1ccc(C(=O)N/C(=C\c2cccs2)C(=O)NCCCn2ccnc2)cc1 | 11 | 4 | 8 | -2 | 1 | -1.1 | -3.2 | 2 | -4
COc1ccc(-n2c(SCc3ccc(C#N)cc3)nnc2-c2ccccn2)cc1 | 5 | 3 | -32 | -8 | -1 | -4.8 | -0.8 | -10 | -6
O=C(NNC(=O)C1CCCO1)c1ccc(Cl)cc1 (configuration not stated) | 2 | 0 | 1 | 11 | -1 | -1.3 | -1.1 | -9 | 0
O=C(CN1C(=O)CCC1=O)c1ccc(-c2ccccc2)cc1 | 5 | 5 | -11 | 32 | -6 | -2.7 | -0.6 | -20 | -6
CCOC(=O)c1cc(CC)sc1NC(=O)COC(=O)C1CCC1 | -2 | 6 | -28 | -5 | -1 | -1.9 | -0.7 | -7 | 4
O=C(Cn1cc2c(n1)CCCCC2)Nc1c(F)cc(F)cc1Br | 2 | 4 | -15 | -10 | 0 | -2.1 | -2.6 | -2 | 1
COc1ccc(NC(=O)COc2ccccc2F)cc1S(=O)(=O)N1CCCCC1 | 2 | 2 | -33 | -2 | 6 | -1.3 | -1.4 | -1 | -8
CCOc1ccccc1NC(=O)c1ccc(Cl)c(NC(=O)CC(c2ccccc2)c2ccccc2)c1 | -7 | -3 | 0 | 13 | -1 | -1.9 | -0.5 | 0 | -4
COc1ccc(CN2CCOCC2)cc1Br | 2 | 3 | 1 | 12 | 5 | 0.0 | -3.6 | -15 | 4
COc1ccc(-c2csc(Nc3cccnc3)n2)cc1OC | 10 | 5 | -9 | 10 | -1 | -2.5 | 12* | 0 | -3
O=C(CSc1nnc(-c2c[nH]c3ccccc23)n1-c1ccc(F)cc1)NCc1ccco1 | 0 | 5 | -24 | -2 | -2 | -8.3 | -2.0 | -18 | -3
CCOC(=O)c1c(NC(=O)c2nn(CC)cc2Br)sc(C)c1C | -56 | 1 | -4 | 22 | -1 | -6.0 | -0.5 | 0 | 28
COCCNC(=O)C(c1cccs1)N(CCc1ccccc1)C(=O)Cn1nnc2ccccc21 (configuration not stated) | -4 | 1 | -7 | -6 | 3 | -5.8 | -3.0 | 6 | -10
Cc1ccc(C)c(OCCCN2CCc3ccccc3C2)c1 | 3 | 0 | 7 | -8 | 1 | -0.5 | -0.3 | 4 | -14
O=C1/C(=C/c2ccc([N+](=O)[O-])cc2)C=C(c2ccccc2)N1c1ccc(O)cc1 | 6 | 0 | 0 | 11 | -2 | -5.0 | -3.0 | -16 | -4
CN(C)/C=C/C(=O)c1cccc(Oc2ncccn2)c1 | -3 | 0 | -11 | 11 | 1 | 0.3 | 1.0 | -1 | -6
N#Cc1cc2c(nc1SCC(=O)Nc1sc3c(c1C#N)CCC3)CCCCCC2 | 3 | -1 | -6 | -10 | 0 | -1.8 | -2.9 | -5 | 6
COCCC(=O)N1CCC(Oc2ccc(C(=O)NCCc3cnn(C)c3)cc2)CC1 | 0 | -3 | -24 | -1 | 5 | 0.6 | 0.6 | 13 | 10
Cn1c(SCC(=O)NCc2ccco2)nnc1-c1c[nH]c2ccccc12 | -4 | 6 | -8 | 20 | 5 | -4.4 | -2.9 | -13 | 0
CCCCCCCCOC1OC(CO)C(O)C(O)C1NC(C)=O (configuration not stated) | -5 | -5 | -5 | -18 | -2 | -1.8 | 0.4 | -3 | 3
COc1ccc(C2CC(=O)n3c(nc4ccccc43)S2)cc1OC (configuration not stated) | 1 | 7 | -1 | 6 | 8 | -2.0 | -1.4 | 11 | 9
C[C@@H](C(=O)NCc1ccccc1)[C@H]1C[C@]1(C)[C@H](NC(=O)OCc1ccccc1)c1ccccc1 | 6 | 0 | -37 | -11 | 8 | -2.5 | -1.5 | -6 | -11
COC(=O)c1[nH]c2ccc(Cl)cc2c1NC(=O)c1ccccc1[N+](=O)[O-] | 3 | 2 | 15 | 15 | 3 | -1.3 | -0.8 | -9 | -3
CS(=O)(=O)c1ccc2nc(NC(=O)CN3C(=O)NC4(CCCC4)C3=O)sc2c1 | 5 | 0 | 2 | 14 | 2 | -2.5 | -3.2 | -3 | 2

Individual results from the results shown:
Entry for `Cc1ccc(C)c(OCCCN2CCc3ccccc3C2)c1` under VIM-2 inh: -0.3
Entry for `COCCNC(=O)C(c1cccs1)N(CCc1ccccc1)C(=O)Cn1nnc2ccccc21` (configuration not stated) under IDE act: 3

(list continues)
SMILES | PfM18AAP inh | IDE inh | FID counter | UBC9 SUMO inh | IDE act | IMP-1 inhibitor | VIM-2 inh | p-CIP stab down | HCV NS3 hel inh
Nc1c(N=Nc2cccc(Cl)c2)c(=O)[nH]n1-c1ccccc1 | -3 | -3 | 10 | -10 | 6 | -2.9 | -2.3 | -10 | 1
O=C(Cc1ccccc1F)Nc1nc(-c2cccnc2)cs1 | -3 | -1 | -2 | 25 | -3 | -0.3 | 0.4 | 2 | -8
CCOC(=O)c1cn(CC(=O)Nc2ccc3c(c2)OCCO3)nn1 | 3 | 0 | 2 | -8 | -1 | -4.8 | -2.4 | -4 | -1
N=c1c(C(=O)NCC2CCCO2)cc2c(=O)n3ccccc3nc2n1Cc1ccccc1Cl (configuration not stated) | -2 | 6 | -3 | 9 | 2 | -0.9 | 4.1 | 4 | -1
O=C(NC(=S)N1CCOCC1)c1ccccc1Cl | 5 | 3 | -4 | -7 | 2 | 1.1 | 0.5 | -8 | 3
CCC(=O)N(Cc1cc2cccc(C)c2[nH]c1=O)c1ccccc1OC | -1 | 0 | -23 | 24 | 4 | -2.2 | -2.3 | -2 | 1
CC#CCc1cc2ccccc2c(=O)o1 | . | -4 | . | 6 | 5 | . | . | -5 | .
CN1CCC(=NNc2ccc(S(=O)(=O)N3CCOCC3)cc2[N+](=O)[O-])CC1 | 0 | 7 | 0 | 0 | -2 | -1.8 | -2.1 | -9 | -2
N/C(=N\OC(=O)CC1CCCCC1)c1ccccc1 | 0 | 3 | -1 | 0 | 2 | -2.0 | -3.4 | 8 | 2
CCOc1ncccc1C(=O)NCCc1ccc(Cl)cc1 | 8 | -3 | -21 | 10 | -4 | -1.1 | -2.0 | -9 | -4
CCOC(=O)C(NC(C)=O)C(=O)Nc1ccc(C(C)C)cc1 (configuration not stated) | -1 | -5 | -6 | 14 | 2 | -0.3 | -1.8 | -6 | 12
CCCSCCCNC(=O)c1ccccc1NC(=O)C1=CSCCO1 | -11 | -5 | -27 | 0 | 1 | -0.6 | 1.5 | 2 | -5
O=C1NN(c2ccc(Cl)cc2)C(=O)/C1=C\c1ccc(-c2cccc(C(=O)O)c2)o1 | 4 | . | -16 | 32 | 1 | -0.3 | -0.1 | -5 | 46*
O=C(C1CCN(S(=O)(=O)c2cnc[nH]2)CC1)N1CCN(Cc2ccc3c(c2)OCO3)CC1 | -1 | 1 | -10 | -6 | 1 | -0.9 | -0.4 | -10 | 0
COc1cc(C(=O)NCC2CCCO2)cc(OC)c1OC (configuration not stated) | 2 | -4 | -5 | 0 | 4 | -2.3 | -2.2 | -14 | -3
Cc1ccc(COc2ccsc2C(=O)NNC(N)=S)cc1 | -2 | 3 | -3 | 0 | . | -0.9 | -0.5 | -6 | 5
CC1=Nn2c(nnc2-c2ccc(F)cc2)SC1 | -5 | 2 | 5 | -1 | 6 | -3.7 | -4.5 | -7 | 3
Cc1cc(C(=O)N2CCN(S(C)(=O)=O)CC2)cs1 | 2 | 4 | 2 | -14 | 8 | -3.1 | -2.8 | -6 | 7
CC(Sc1nnnn1C)C(=O)NC(=O)NC1CCCCC1 (configuration not stated) | 1 | 2 | -7 | -6 | 3 | 3.8 | 0.7 | 13 | -5
CCOc1ccc(CCNC(=O)CCc2nnc3ccc(N4CCCCC4)nn23)cc1OCC | 5 | 2 | -56 | 3 | 3 | -3.5 | -0.7 | -5 | 12
O=[N+]([O-])c1ccc(-c2ccc(/C=N/n3cnnc3)o2)c(Br)c1 | 51* | 3 | 9 | 17 | 3 | -3.1 | 45* | -15 | 8
CCC(CC)C(=O)NCCNC(=O)C(CC)CC | -3 | -1 | -6 | 10 | 4 | 1.0 | -2.1 | -4 | 2
CSCC[C@H](NC(=O)C1CCN(C(=O)[C@@H](N)Cc2ccccc2)CC1)C(=O)O | -1 | 3 | -8 | 8 | -2 | -2.9 | -3.6 | -3 | -6
CCOC(=O)c1ccc(NC(=O)N2CCCCC2)cc1 | -2 | 6 | -10 | 1 | 0 | -0.8 | -0.4 | -6 | -4
C/C(=N/OC(=O)c1c(-c2c(Cl)cccc2Cl)noc1C)c1cnccn1 | -7 | 5 | -12 | 10 | -1 | -3.0 | -2.8 | -8 | 9
CC(Oc1ccc(Cl)cc1Cl)c1nc(-c2ccc(NC(=O)c3ccncc3)cc2)no1 (configuration not stated) | -3 | 3 | -2 | -13 | 8 | -1.6 | 1.2 | 6 | -5
CCn1c(SCC(=O)N/N=C/C=C/c2ccco2)nnc1-c1ccccc1 | 24 | -1 | -43 | 26 | 4 | -4.4 | -2.9 | -11 | 31
CNS(=O)(=O)c1cccc(C(=O)OCC(=O)NC2CCCC2)c1 | -4 | -4 | 1 | 7 | 5 | -1.0 | 0.2 | -2 | -8
C[C@]12CCC(O)CC1CCC1C2CC[C@]2(C)C(c3cc(C(F)(F)F)n[nH]3)CCC12 (some centres not stated) | 2 | -1 | -10 | -17 | 3 | -2.6 | -3.7 | 2 | 0
CN(Cc1ccccc1)C(=O)[C@@H]1CCCN1S(=O)(=O)c1ccc(Cl)cc1 | -1 | 0 | -30 | -6 | -2 | -2.8 | -0.5 | 5 | 5
N#Cc1c(N2C(=O)C3C4C=CC(C4)C3C2=O)sc2c1CCC2 (configuration not stated) | 3 | -2 | -7 | 1 | 0 | 2.6 | 2.0 | -12 | -4
CC(OC(=O)c1ccc(S(=O)(=O)N(C)c2ccccc2)cc1)C(=O)NCCC1=CCCCC1 (configuration not stated) | 2 | 0 | -15 | -12 | 1 | -2.7 | -1.8 | -6 | -7
COc1cc(/C=C/C(=O)Nc2nc3ccc(S(=O)(=O)N(C)C)cc3s2)cc(OC)c1OC | -1 | 2 | -8 | -6 | 0 | -1.5 | -1.3 | -1 | -17
Clc1cccc(Cl)c1CON/C=N/c1ncnc2sccc12 | -11 | 5 | 0 | 0 | 1 | -0.7 | 0.8 | -10 | 3

Screens: PubChem BioAssay, several laboratories
